Screening results deposited in PubChem by Sanford-Burnham Center for Chemical Genomics.
ATG4B inh: blocks human ATG4B protease cleavage of LC3 substrate. actives 0.51% (n = 340,000). Q9Y4P1. ATG4B cleavage of LC3-PLA2, NBD-HPC fluorescence, 1 h. AID 504462. inhibition, % at 8.33 µM; in the data active means inhibition above about 40%
NR3A LBD binder: NR3A (human) ligand-binding domain modulation; Tm shift relative to glycine control, % at 25 µM; actives 2.5% (n = 340,000); AID 1259313; NR3A LBD differential scanning fluorimetry, Tm shift; 0% = protein alone, 100% = glycine-bound protein;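 active means melting temperature shift of at least 10% of the positive control shift, at one fixed dose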
HKDC1 inh: HKDC1 (human) hexokinase inhibition; Q2TB90; recombinant HKDC1, G6PDH/diaphorase resazurin coupled fluorescence; inhibition, % at 20 µM; actives 0.16% (n = 340,000);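 active means inhibition above about 35% when tested at 20 µM, limit read from the data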;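 further: plate controls were DMSO wells with enzyme for no effect and DMSO wells lacking enzyme for full effect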
Target sequence (Q2TB90 whole entry, looked up): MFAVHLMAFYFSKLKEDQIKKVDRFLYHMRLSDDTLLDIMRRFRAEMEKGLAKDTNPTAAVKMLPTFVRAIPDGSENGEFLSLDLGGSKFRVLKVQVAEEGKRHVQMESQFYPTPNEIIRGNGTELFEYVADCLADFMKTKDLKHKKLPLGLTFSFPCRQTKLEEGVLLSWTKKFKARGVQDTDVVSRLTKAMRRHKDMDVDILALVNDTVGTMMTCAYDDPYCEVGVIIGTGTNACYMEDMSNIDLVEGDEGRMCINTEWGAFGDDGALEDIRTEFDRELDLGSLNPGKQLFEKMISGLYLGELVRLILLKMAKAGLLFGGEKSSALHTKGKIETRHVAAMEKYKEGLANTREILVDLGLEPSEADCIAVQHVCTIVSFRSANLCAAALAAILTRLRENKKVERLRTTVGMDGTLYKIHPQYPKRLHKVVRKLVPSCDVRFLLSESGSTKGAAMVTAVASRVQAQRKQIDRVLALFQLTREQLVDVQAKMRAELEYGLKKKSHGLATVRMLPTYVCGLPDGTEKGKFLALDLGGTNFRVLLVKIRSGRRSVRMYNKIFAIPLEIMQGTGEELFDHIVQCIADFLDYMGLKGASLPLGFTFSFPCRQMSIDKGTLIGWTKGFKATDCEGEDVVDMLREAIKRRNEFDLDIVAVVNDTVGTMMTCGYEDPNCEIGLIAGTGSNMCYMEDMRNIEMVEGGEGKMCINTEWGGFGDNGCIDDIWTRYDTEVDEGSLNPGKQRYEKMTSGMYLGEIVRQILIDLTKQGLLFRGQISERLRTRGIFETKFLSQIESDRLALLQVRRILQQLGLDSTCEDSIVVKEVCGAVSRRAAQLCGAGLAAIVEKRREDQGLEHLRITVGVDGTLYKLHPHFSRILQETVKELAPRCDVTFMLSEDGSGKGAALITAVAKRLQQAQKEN
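Material – in-house recombinant HK5 (HKDC1) enzyme · Quantity – HKDC1 at 5 µg/mL · Buffer or medium – pH 8.0 Tris buffer with 10 mM MgCl2 · Reagent – glucose with 1 mM ATP · Dosing – single 20 µM dose · Times – reaction time 90 min, room temperature, protected from light · Technique – resorufin fluorescence at 613 nm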
PfGluPho inh: PfG6PD (Plasmodium falciparum) enzyme inhibition; inhibition, % at 20 µM; actives 0.78% (n = 350,000); PfGluPho enzyme, NADPH resazurin-diaphorase fluorescence;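 active means inhibition reaching at least a set limit at 20 µM in the primary screen, cut at about 59% in these data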;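 further: 0% = DMSO wells with substrate and 100% = DMSO wells lacking glucose-6-phosphate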
MPTP inh: inhibitors of mitochondrial permeability transition pore; isolated mouse mitochondria, Ca2+ swelling absorbance, 30 min; inhibition, % at 10 µM; actives 1.4% (n = 360,000); AID 602449;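 active means inhibition of 50% or more, scaled per plate between neutral and stimulator controls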;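 further: 0% = DMSO wells given calcium and 100% = 1 mM EGTA wells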
SENP7 inh: inhibitors of human SENP7 protease; Q9BQF6; recombinant SENP7, Z-RLRGG-aminoluciferin luminescence, 40 min; inhibition, % at 5 µM; actives 1.5% (n = 330,000);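 active means inhibition above about 50% at the single test dose, limit read from the data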;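 further: plate controls were DMSO with enzyme for no effect and no enzyme buffer wells for full effect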
SENP8 inh: blocks human SENP8 cleavage of Nedd8 substrate; Q96LD8; recombinant SENP8, Nedd8 substrate fluorescence; inhibition, % at 20 µM; actives 0.64% (n = 360,000); in the data active means inhibition mostly above about 40%, no sharp cut-off; inactive means mostly below about 27%
SENP6 inh: SENP6 protease inhibition | Q9GZR1 | Recombinant SENP6 catalytic domain, aminoluciferin luminescence | inhibition, % at 10 µM | actives 1.8% (n = 330,000);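 active means inhibition above about 50% at the single tested dose, limit read from the data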;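 further: plate controls were DMSO wells with enzyme for no effect and DMSO wells lacking enzyme for full effect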
The depositor's hits bear a star; x = not tested or not shown.

No.	SMILES	SENP6 inh	MPTP inh	SENP7 inh	SENP8 inh	HKDC1 inh	ATG4B inh	NR3A LBD binder	PfGluPho inh
1	CC(=O)OCC(=O)[C@@]1(O)[C@H](C)C[C@H]2[C@@H]3CCC4=CC(=O)C=C[C@]4(C)[C@@]3(F)[C@@H](O)C[C@@]21C	-14.1	-2.4	-4.8	6.5	-2.4	-2.4	0.6	-10.0
2	COc1cccc(-c2cc(C(=O)N3CCN(C(=O)c4ccco4)CC3)on2)c1	8.8	0.4	7.0	16.6	-3.6	0.5	-1.6	-8.8
3	Cc1ccc(Cn2ccc(NC(=O)CCSc3nc(-c4ccco4)cc(C(F)(F)F)n3)n2)cc1	2.6	-2.9	2.4	-7.4	-3.2	-7.7	-0.9	0.2
4	COc1ccc(-c2[nH]nc3oc(=O)c(CCO)c(C)c23)cc1	-16.0	-1.0	-5.0	-49.2	-5.7	-4.5	0.7	-10.1
5	Cc1ccc(S(=O)(=O)CCc2nnc(NC(=O)c3cccs3)s2)cc1	-18.0	-0.1	-13.1	1.5	-8.6	5.0	-1.1	-12.2
6	CCCc1cc(C(=O)Nc2cc(C)ccc2O)no1	60.8*	-1.9	48.5	12.5	-4.9	-0.1	1.4	8.7
7	COc1ccc(C(=O)NCCc2nnc(SCC(=O)Nc3ccccc3C(C)C)n2C)cc1	-4.7	2.0	2.9	-0.6	-5.1	-1.2	0.1	-0.2
8	Cc1ccc2[nH]c3ccccc3c(=O)c2c1	4.5	-0.8	0.1	-284.6	-1.8	5.4	-7.6	25.9
9	COc1ccc(C2Nc3ccccc3C(=O)N2c2ccc(F)cc2)cc1Cn1nnc2ccccc21 (configuration not stated)	-28.7	-1.4	-9.2	-290.5	20.0	5.2	-1.1	-3.8
10	C/C(=N\O)c1sc(-c2ccccc2)nc1C	x	0.7	x	1.2	-2.1	-17.0	-2.6	8.7
11	N/N=C(/Cc1nc2ccccc2[nH]1)c1ccc([N+](=O)[O-])cc1	4.7	0.1	-5.0	23.3	-5.5	-7.0	-2.0	11.9
12	Cc1ccc(C)c(S(=O)(=O)N2CCN(C(=O)[C@@H]3CCCN3C(=O)c3cccs3)CC2)c1	4.9	-0.5	-11.5	11.7	-3.2	-11.4	-365.5	-5.5
13	COc1cc(C(=S)N2CCC(Cc3ccccc3)CC2)ccc1OCC(N)=O	-22.1	-1.7	-11.1	15.3	-3.0	0.6	-7.1	12.6
14	COC(=O)c1cccc(-n2sc3ccccc3c2=O)c1	70.1*	7.8	19.1	8.2	2.0	-8.7	0.2	116.7*
15	COc1ccc(-c2ncncc2-c2ccc(Cl)cc2)c(O)c1	-8.0	1.9	-3.9	-9.7	0.7	-1.2	-0.8	8.5
16	COc1ccc(CC(NC(C)=O)C(=O)NC2CCN(c3c4c(nc5ncnn35)CCC4)CC2)cc1OC (configuration not stated)	-25.1	x	-9.4	x	10.6	6.8	-4.6	-17.6
17	CN(CC(=O)Nc1ccccc1Br)C(=O)c1ccccc1OCc1ccccc1Cl	x	-0.3	x	12.5	-2.2	9.9	0.5	-4.9
18	O=C(NCCOc1ccccc1)C1CCC(=O)N(Cc2ccc(Cl)cc2)C1 (configuration not stated)	-2.4	0.3	-2.0	28.2	-9.1	0.9	-1.9	-1.0
19	CCOc1cc(C2Nc3ccccc3C(=O)N2c2ccccc2)ccc1O (configuration not stated)	-15.9	0.7	-11.1	-291.9	0.0	0.0	9.1	0.7
20	COC(=O)c1ccc(C(=O)OC)c(NC(=S)N2CCC(C)CC2)c1	3.8	11.0	-2.0	-389.1	-0.4	3.6	-5.4	-4.8
21	CC(C)Nc1nnc(SCC(=O)c2c[nH]c3ccccc23)s1	-11.0	0.3	-4.4	-8.0	-14.4	-6.7	-3.3	-5.6
22	COc1ccc(S(=O)(=O)Nc2ccc3c(c2)C(=O)N([C@H](C)CO)C[C@H](C)[C@@H](CN(C)C(=O)NC2CCCCC2)O3)cc1	-23.6	-2.3	10.1	20.3	-1.2	-9.0	-1.6	0.5
23	CCOC(=O)CNC(=O)c1ccc2[nH]c3c(c2c1)CCCC3	-0.6	-0.2	-3.2	-87.2	8.1	-10.8	-2.6	2.1
24	COc1cc(OC)c(S(=O)(=O)N2CCCCC2)cc1S(=O)(=O)N1CCCCC1	-18.1	0.6	0.1	14.4	-4.2	-5.6	0.9	-3.8
25	C/C(CC(=O)N(C(C)C)C(C)C)=N\NC(=O)COc1ccc(Br)cc1Br	8.1	2.2	1.8	15.7	-3.7	-18.1	-1.8	11.4

Some of the entries so far, with two lines to a compound.
Values in the order – SENP6 inh | MPTP inh | SENP7 inh | SENP8 inh | HKDC1 inh | ATG4B inh | NR3A LBD binder | PfGluPho inh
14. COC(=O)c1cccc(-n2sc3ccccc3c2=O)c1
 : 70.1* | 7.8 | 19.1 | 8.2 | 2.0 | -8.7 | 0.2 | 116.7*
15. COc1ccc(-c2ncncc2-c2ccc(Cl)cc2)c(O)c1
 : -8.0 | 1.9 | -3.9 | -9.7 | 0.7 | -1.2 | -0.8 | 8.5
16. COc1ccc(CC(NC(C)=O)C(=O)NC2CCN(c3c4c(nc5ncnn35)CCC4)CC2)cc1OC (configuration not stated)
 : -25.1 | x | -9.4 | x | 10.6 | 6.8 | -4.6 | -17.6

Later entries
No.	SMILES	SENP6 inh	MPTP inh	SENP7 inh	SENP8 inh	HKDC1 inh	ATG4B inh	NR3A LBD binder	PfGluPho inh
26	COc1ccc(/C=N/NC(=O)c2ccc(-c3ccccc3)cc2)cc1O	4.0	0.7	-1.7	-146.1	-3.2	-23.5	-1.0	-0.4
27	O=C(NC1CC1)C1=C[C@@H](c2ccc3c(c2)OCO3)C[C@@H](OCCCCO)O1	2.5	-0.8	2.2	-42.6	-1.5	-14.2	-1.1	-7.0
28	c1ccc2c(CSCc3nc4ccccc4[nH]3)cccc2c1	-4.9	74.4*	12.0	21.0	-3.3	3.7	-9.1	10.5
29	O=C(O)/C=C/c1ccc(S(=O)(=O)NCc2cccnc2)cc1	2.8	-0.1	2.8	5.5	-6.5	6.3	-1.3	-13.1
30	C[C@H](CO)N1C[C@H](C)[C@@H](CN(C)Cc2ccncc2)Oc2c(NS(=O)(=O)c3cn(C)cn3)cccc2C1=O	-2.7	-0.8	4.0	10.6	1.0	1.1	-2.5	13.2
31	CCOc1ccc(NCC(=O)Nc2ccc(Cl)cc2C)cc1	-0.2	15.3	-1.5	3.2	6.8	12.8	-4.3	23.9
32	O[Si](CCCN1CCCCC1)(c1ccc(F)cc1)C1CCCCC1 (configuration not stated)	7.0	2.7	-4.0	10.8	-7.2	1.2	-1.3	16.9
33	O=C(c1ccncc1)N(Cc1ccco1)Cc1cc2ccccc2[nH]c1=O	4.5	-0.5	-6.5	-22.9	-3.1	-6.3	-0.2	25.1
34	CCOC(=O)N1CCC(NC(=O)c2ccc3c(c2)N(CC)CCS3)CC1	4.5	-2.1	5.0	-458.7	-2.4	-11.9	5.4	46.3
35	C=CCC1(Cl)C(=O)C(Cl)=C(N2CCOCC2)C1(OC)OC (configuration not stated)	-8.6	2.5	-4.3	7.7	-9.1	-12.9	0.2	-4.5
36	COC(=O)C1C(O)=C(C=NCC(C)N=CC2=C(O)C(C(=O)OC)C(C)(C)CC2=O)C(=O)CC1(C)C (configuration not stated)	3.0	0.3	-3.6	27.2	-6.9	1.1	-0.2	7.7
37	O=C(CSc1cccc2cccnc12)OCC(=O)c1ccccc1	2.1	-0.9	4.9	-303.2	0.4	-6.3	1.7	4.8
38	Cc1ccccc1OCC(=O)NNC(=S)NC(=O)c1ccccc1[N+](=O)[O-]	-6.8	2.8	-0.2	11.5	-10.4	-14.7	-1.2	-5.9
39	CCCCCOC(=O)C1=C(C)NC(=O)NC1c1ccc([N+](=O)[O-])cc1 (configuration not stated)	3.4	0.8	12.0	12.4	-2.2	-1.2	-1.0	-14.8
40	CN1C(=O)C(=O)/C(=C(/O)c2ccccc2)C1c1ccc([N+](=O)[O-])cc1 (configuration not stated)	9.8	-0.3	13.2	20.1	6.9	8.8	0.7	-24.0
41	CN1CCC(N(C)C(=O)CCc2nc3ccccc3c(=O)[nH]2)CC1	-6.5	-0.7	-2.4	-7.0	12.8	7.1	-0.8	4.0
42	CN(CC(=O)Nc1ccc(Cl)cc1)C(=O)CCC1CCCC1	-11.7	0.3	-9.5	7.0	0.7	4.2	2.1	27.5
43	COc1cccc(/C=N/Nc2ccc(Cl)nn2)c1	-23.8	-0.7	2.3	-36.4	-0.9	-2.2	2.7	10.1
44	COCC(C)NC(=O)C1c2ccccc2Oc2ccccc21 (configuration not stated)	-27.5	-0.2	-11.2	10.4	-1.4	-8.5	0.7	-6.6
45	Cc1ccc(SCc2cc(-c3ccc(Cl)cc3)on2)cc1	1.1	2.7	5.8	25.9	-2.6	0.0	-0.4	3.2
46	CC[N+]1(CC)CC2CCC(C)(C1)C2(C)C (configuration not stated)	-9.6	-1.9	-7.4	16.9	-10.3	2.3	0.8	-17.3
47	Cc1ccc(N=Cc2c(O)c3ccccc3oc2=O)c(C)c1	42.4	0.1	85.8*	-152.0	-4.3	1.8	-0.3	7.5
48	CCOc1ccc(NC(=O)CN(C)C(=O)c2cc(S(=O)(=O)N(C)C)ccc2N2CCCC2)cc1OCC	-8.8	-0.6	-13.4	13.9	-1.1	-2.2	-0.6	-19.7
49	CN1CCN(c2nc(-c3ccco3)cc(C(F)(F)F)n2)CC1	-0.6	27.6	-10.6	-24.5	-7.9	1.4	-1.5	-18.3
50	Fc1ccc(-n2cc(-c3ccccc3)c3c(N4CCOCC4)ncnc32)cc1	6.2	-0.4	-16.7	-18.2	1.3	1.5	-7.3	-6.9

The list continues:
No.	SMILES	SENP6 inh	MPTP inh	SENP7 inh	SENP8 inh	HKDC1 inh	ATG4B inh	NR3A LBD binder	PfGluPho inh
51	CC(=O)c1cccc(NC(=O)NC(C)C2CCCO2)c1 (configuration not stated)	-8.3	-1.2	-10.2	-12.0	0.3	-10.2	-1.3	-4.2
52	C=CCc1cccc2cc(C(=O)Nc3ccc(CC(=O)O)cc3)c(=O)oc12	7.9	-0.7	0.1	10.3	-1.9	3.5	-0.6	-10.9
53	CC(C)N1CCc2c(sc(NC(=O)c3cc(-c4cccs4)nc4ccccc34)c2C(N)=O)C1	-14.1	82.6*	7.2	-69.3	9.1	18.7	5.1	32.9
54	CCOC(=O)c1c(NC(=S)Nc2ccc(OC)cc2)sc2c1CCCCC2	-21.7	1.1	0.4	4.7	-2.6	-1.1	-1.1	7.6
55	COc1ccc(N2CCN(CC(O)COc3ccc(C)cc3C)CC2)cc1 (configuration not stated)	-17.8	2.3	-4.8	10.4	-1.3	2.0	-0.2	11.6
56	CCOc1ccc(CN2CCC(n3nccc3NC(=O)CCCc3ccccc3)CC2)cc1	-8.8	2.1	-6.2	10.5	-4.5	6.7	1.7	-10.4
